Assay outcomes: PubChem BioAssay, several laboratories
MRP1 act: activates MRP-1; viability increase, % at 10 µM; AID 799; actives 0.61% (n = 140,000); H69AR cells + doxorubicin, viability rescue, CellTiter-Glo;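 active = viability gain under doxorubicin at or above a set limit, the compound median plus 3 SD, cut at about 4.7% in these data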;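 note: MRP-1 overexpressing cells given doxorubicin 25 µM after compound pretreatment; 18-22 h compound pretreatment then 72 h with doxorubicin before readout; 0% = doxorubicin-only wells and 100% = vehicle-treated cells without doxorubicin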
Yeast life ext: yeast lifespan extension. inhibition of the nicotinamide effect, % at 10 µM. actives 0.68% (n = 130,000). S. cerevisiae growth with nicotinamide, OD615; deaD strain in restrictive glucose medium;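 active = inhibition above a set limit, placed 3 SD over the median of all compounds, cut at about 26% in these data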;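 note: 0% = nicotinamide-treated wells and 100% = cells grown without nicotinamide; some compounds called inactive have numbers as strong as hits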
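Buffer or medium: CSMM-D glucose medium, restrictive; test system: modified budding yeast, DeaD strain; compound: single dose 10 µM compound, 0.25% DMSO; schedule: culture preincubation 4 h, compound exposure 48 h, both 30 °C; detection: optical density (absorbance) at 615 nm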
GALR2 antag: GALR2 (human) receptor antagonism; O43603; GALR2-expressing cells, antagonist mode; inhibition, % at 4 µM; actives 0.39% (n = 140,000); AID 828; in the data active = inhibition above about 27%;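 note: cells stimulated with galanin 1-16 at roughly its EC80; 0% = agonist challenge control and 100% = basal control without agonist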
Target sequence (O43603 whole entry, looked up): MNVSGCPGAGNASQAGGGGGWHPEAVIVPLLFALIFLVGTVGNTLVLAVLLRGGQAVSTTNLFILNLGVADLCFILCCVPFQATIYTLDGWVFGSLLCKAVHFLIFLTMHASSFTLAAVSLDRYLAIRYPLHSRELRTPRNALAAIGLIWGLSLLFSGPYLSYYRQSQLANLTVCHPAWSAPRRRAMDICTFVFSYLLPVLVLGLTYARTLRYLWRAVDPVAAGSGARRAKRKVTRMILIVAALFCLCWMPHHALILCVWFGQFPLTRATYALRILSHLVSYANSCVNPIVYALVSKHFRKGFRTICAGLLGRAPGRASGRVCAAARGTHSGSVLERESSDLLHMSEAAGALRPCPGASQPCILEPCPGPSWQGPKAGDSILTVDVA
BB579 growth dn: chemicals that inhibit yeast BB579 growth in restrictive medium (lifespan-shortening candidates); S. cerevisiae BB579 growth, OD615, 48 h; inhibition, % at 10 µM; actives 0.51% (n = 140,000);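 active = inhibition above a set limit, 3 SD over the mean compound inhibition, cut at about 44% in these data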; note: inactives centre near -24
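controls = amphotericin B 10 µg/mL, positive | assay system = DeaD yeast strain BB579 | schedule = 48 h compound exposure at 30 °C after 4 h preincubation | detection = OD615 turbidity measurement | medium = restrictive CSMM-D medium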
E-sel TNF inh: blocks E-selectin expression induced by TNF alpha; inhibition, % at 2 µM; actives 0.71% (n = 120,000); HUVEC TNFa-induced E-selectin immunofluorescence, high content;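 active = inhibition above the batch mean plus 3 SD, and confirmed as a hit on visual image review, cut at about 43% in these data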;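 note: 0% = TNF-stimulated DMSO wells and 100% = unstimulated control wells; not every result past the cut was called active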
NPY-Y2 antag: NPY-Y2 (human) receptor antagonism; P49146; NPY-Y2 expressing cells, antagonist mode; inhibition, % at 2.7 µM; actives 0.99% (n = 140,000); AID 793; in the data active = inhibition above about 17%;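 note: 0% = vehicle with agonist challenge and 100% = reference antagonist with challenge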
Target sequence (P49146 whole entry, looked up): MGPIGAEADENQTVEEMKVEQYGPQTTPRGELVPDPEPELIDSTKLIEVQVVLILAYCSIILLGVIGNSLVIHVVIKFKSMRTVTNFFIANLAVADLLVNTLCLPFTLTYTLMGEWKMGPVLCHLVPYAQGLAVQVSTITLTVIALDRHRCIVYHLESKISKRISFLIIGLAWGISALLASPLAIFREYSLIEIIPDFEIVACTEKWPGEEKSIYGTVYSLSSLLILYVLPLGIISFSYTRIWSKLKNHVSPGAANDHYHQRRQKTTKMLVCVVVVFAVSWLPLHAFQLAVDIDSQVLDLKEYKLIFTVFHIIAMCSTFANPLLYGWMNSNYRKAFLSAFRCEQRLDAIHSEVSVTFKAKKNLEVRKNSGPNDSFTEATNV
HCT116 PTEN-null: growth suppressors of cells with PTEN tumor suppressor deletion. HCT116 PTEN-null viability, CellTiter-Glo, 60 h; active compounds read low. viability, % at 10 µM. actives 1.2% (n = 140,000);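 active = viability at or below a set limit, 4 SD under the median of all tested compounds, cut at about 3.7% in these data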;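 note: PTEN knockout HCT116 line with beta catenin targeted HCT116 as companion control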
Measles CPE: protection of cells from measles virus; AID 841; actives 1.5% (n = 140,000); protection (pct of control), % at 4 µM; Measles virus-infected cells, CPE protection, absorbance; in the data active = protection mostly above about 24%, no sharp cut-off; inactive = mostly below about 26%; note: some compounds called inactive have numbers as strong as hits
bCat KO growth: beta-catenin-lacking colon tumor cell growth suppression; actives 1.5% (n = 140,000); HCT116 beta-catenin knockout viability, CellTiter-Glo, 60 h; active compounds read low; viability, % at 10 µM;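 active = viability at or under a set limit, the compound median less 4 SD, cut at about 6% in these data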;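 note: 0% = Hyamine 1622 control at 20 µM and 100% = untreated cell control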
Phagocytosis inh: blocks phagocytosis by macrophages; J774A.1 macrophage IgG-bead phagocytosis, imaging; inhibition, % at 5 µM; actives 0.07% (n = 110,000); AID 1029;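 active = inhibition above the mean of the plate negative controls plus 5 SD, cut at about 13% in these data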;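 note: phagocytic index as fraction of beads internalized from green versus red external bead signal; plate controls were DMSO negative control for no effect and cytochalasin-D positive control for full effect; some results beyond the cut were filed as inactive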
Active calls of the source: *; · = no result given.

No.	compound	Yeast life ext	bCat KO growth	HCT116 PTEN-null	Phagocytosis inh	MRP1 act	BB579 growth dn	Measles CPE	GALR2 antag	NPY-Y2 antag	E-sel TNF inh
1	Cc1ccc(S(=O)(=O)N(C(=O)c2ccncc2)c2ccc(OC(=O)c3ccncc3)cc2)cc1	24	88	94	-5	-1.9	-42	16	7	6	·
2	CCN(CC)c1nc(C(N)=O)cc(-c2ccccc2)n1	-22	98	80	-3	-4.8	22	6	2	3	21
3	O=C(CSc1nnnn1-c1ccccc1)CSc1nnnn1-c1ccccc1	-22	97	84	1	-1.4	-20	4	5	3	·
4	O=C(NCCc1ccccc1)/C(=C\c1ccc([N+](=O)[O-])cc1)NC(=O)c1ccc(Br)cc1	-4	85	91	3	-1.5	-58	8	-13	-1	0
5	CCC(C)c1ccc(NC(=S)NC2CCN(Cc3ccccc3)CC2)cc1 (configuration not stated)	-2	1.9*	1.1*	-4	-5.4	-6	6	3	3	45
6	O=C(Cn1c(C(F)(F)F)nc2ccccc21)Oc1cccc(C(F)(F)F)c1	-5	90	95	-1	-2.2	-22	18	-3	-1	2
7	C=CCN1C=CC(=C/C=C(/C#N)C(=O)OCC)C=C1	·	102	103	·	-3.9	-13	34	-9	0	-11
8	Cc1ccc(Sc2cc(Cl)nc(N)n2)cc1	-18	99	97	5	-1.2	-10	23	-10	1	-1
9	O=C(CCSCCc1ccccn1)Nc1ccc(Br)cc1F	-6	100	90	-7	-1.4	-36	2	3	6	-12
10	COCc1cc(Sc2cccc(Cl)c2Cl)nc(-c2ccccc2)n1	-19	80	72	-1	0.0	-36	15	8	7	-29
11	Cc1ccccc1NC(=O)CN1C(=O)COc2ccc(Cl)cc21	-7	92	98	0	-0.6	-40	5	20	3	19
12	COc1ccc(CC(=O)Nc2ccccc2C(=O)N2CCOCC2)cc1OC	1	101	96	-4	0.5	-4	10	-3	-1	-7
13	COc1ccc(OC)c(/C=N/NC(=O)CN2CCSCC2)c1	10	96	95	2	-1.0	-19	12	5	4	·
14	Cc1ccc(C(=O)NCc2ccc(Cl)cc2)o1	-21	86	89	-1	-3.5	2	3	3	-1	14
15	CCC(=S)/C=C1\Sc2ccc3ccccc3c2N1CCCS(=O)(=O)O	-8	82	90	·	-1.7	-11	4	-8	-2	-15
16	Clc1cccc(Cl)c1/C=N\Nc1nccs1	-22	89	86	·	-5.2	-23	5	-5	0	2
17	CCOc1cccc2cc(C(N)=O)c(=NCc3ccccc3)oc12	-26	77	86	·	-3.7	-13	4	5	4	21
18	NC(=O)CN1C(=O)C2CCCCN2C(=O)c2ccccc21 (configuration not stated)	-2	87	95	0	-0.3	-5	4	-4	-2	4
19	CCCC[n+]1ccc(-c2nc3ccc([N+](=O)[O-])cc3[nH]2)cc1	5	82	83	-4	-3.0	-39	1	-9	0	·
20	CC(=O)c1ccc(OCC(C)C)c(Cc2c(O)nc(N)[nH]c2=O)c1	-1	96	95	-9	-1.3	-7	2	-4	2	41
21	O=C(NCc1cccs1)c1cccnc1C(=O)O	2	95	93	-2	0.9	10	8	-7	1	·
22	O=C(Nc1c(C(=O)N2CCOCC2)cnn1-c1ccccc1)c1ccco1	-3	61	53	·	-1.1	-7	3	4	1	·
23	COc1ccc(-c2csc(NC(=O)c3ccco3)n2)cc1	·	93	104	·	1.1	-6	1	3	5	-8
24	Cc1c(Nc2cc(N3CCCCCC3)c3nonc3c2[N+](=O)[O-])c(=O)n(-c2ccccc2)n1C	-9	86	79	2	-2.4	-62	12	-4	2	·
25	Cc1ccc(S(=O)(=O)NN2C(=O)/C(=C/c3ccccn3)SC2=S)cc1	12	94	96	·	-0.8	-43	6	-2	13	1
26	O=C(c1ccc(COc2ccc(F)cc2)o1)n1cc(Br)cn1	·	94	100	·	-2.1	-25	10	-5	3	-12
27	COC(=O)NCCOC(=O)N(O)c1ccc(Br)cc1	-4	107	103	-5	1.0	-40	12	0	1	·
28	O=C(COc1ccc2c(c1)OCO2)NC12CC3CC(CC(C3)C1)C2	-5	68	68	0	-0.5	-47	32	-6	12	-5
29	COc1ccccc1N1CCN(c2cc(=O)n(-c3ccc(Cl)cc3)c(=O)[nH]2)CC1	·	·	·	4	·	·	·	10	2	20
30	Cc1nc2ccc(NC(=O)N3CCCCC3)cc2s1	-15	101	101	0	0.0	-26	10	21	-2	9
31	CCOc1cc(/C=N/n2cnnc2)c(Br)cc1O	-10	95	113	·	0.1	-37	9	11	3	-6
32	Cc1ccc(/C=C/C(=O)N2CCN(c3ncccn3)CC2)o1	-7	80	81	0	-3.8	-50	8	-1	4	-1
33	CN1C(=O)C(C(=O)Nc2ccccc2F)c2ccccc21 (configuration not stated)	45*	91	99	-1	-0.6	-14	5	5	2	5
34	Cc1ccc(-c2nn(CCC#N)cc2C=C(C#N)C#N)cc1	-10	97	94	2	-0.3	-21	9	2	0	0
35	COc1ccc(-c2nc(CS(=O)CC(=O)NCc3ccccn3)c(C)o2)cc1 (configuration not stated)	-3	86	89	·	-3.3	-26	3	1	2	·
36	CCOC(=O)C1CCCN(c2c(NCCCN(CC)c3cccc(C)c3)c(=O)c2=O)C1 (configuration not stated)	-13	92	96	0	-2.8	-32	16	3	2	·
37	O=C(OCC(O)CN1CCCCC1)C12CC3CC(CC(C3)C1)C2 (configuration not stated)	-13	87	74	-1	-1.2	-23	10	-8	3	·
38	CCOC(=O)CSc1nc2ccccc2c(=O)n1-c1ccc(C(=O)NCCOC)cc1	3	88	97	-1	-0.5	-42	15	3	0	7
39	CC(C)NCc1cccc([N+](=O)[O-])c1	-6	84	95	·	-1.7	-27	9	-3	4	-37
40	O=C(Nc1ccccc1)c1ccc2nc(-c3ccco3)c(-c3ccco3)nc2c1	-8	60	77	0	-0.8	-79	3	-12	2	-11
41	COC(=O)c1ccccc1C(=O)N1CCOCCN(C(=O)c2ccccc2C(=O)OC)CCOCC1	9	98	103	-1	-0.5	5	13	-2	4	·
42	Cc1ccc(NC(=O)c2ccc3ccccc3n2)nc1	-6	84	80	-1	-3.6	39	4	12	4	-28
43	Cn1c(=O)c2c(nc(NCc3ccccc3)n2Cc2ccc(F)cc2)n(C)c1=O	-6	60	55	·	-3.6	-29	23	2	4	12
44	COc1ccc([N+](=O)[O-])cc1NC(=O)CCCOc1ccccc1	-4	87	96	-5	0.1	-6	3	-2	13	0
45	O=C(CCc1nc2ccccc2c(=O)[nH]1)N1CCN(C/C=C/c2ccccc2)CC1	-18	75	68	3	-2.2	-25	5	4	0	·
46	O=C(NCC1CCCO1)c1csc2c1CCCC2 (configuration not stated)	-4	93	108	-5	-0.2	-59	15	4	2	13
47	COc1ccc2cc(C(=O)Nc3ccccc3)sc(=O)c2c1OC	0	87	92	-3	-0.8	-36	6	10	2	·
48	CNc1ccc(OC(F)F)cc1C(=O)c1ccccc1	-14	99	90	0	-0.4	-11	15	4	4	·
49	Cc1cc(Br)c(NC(=O)COC(=O)CSc2nnc(-c3ccc(Cl)cc3)o2)c(Br)c1	3	92	89	-6	-0.8	-37	7	6	6	2
50	Cc1ccc(NC(=O)c2cc(NC(=O)C3CC=CCC3C(=O)O)ccc2N2CCOCC2)cc1Cl (configuration not stated)	-11	95	103	1	-0.7	5	19	-17	-1	20

Continuation.
No.	compound	Yeast life ext	bCat KO growth	HCT116 PTEN-null	Phagocytosis inh	MRP1 act	BB579 growth dn	Measles CPE	GALR2 antag	NPY-Y2 antag	E-sel TNF inh
51	COc1ccc(C(C#N)(CCC#N)CCC#N)cc1OC	-6	96	98	2	-1.0	5	5	-12	-3	·
52	O=C(c1cc(=O)[nH]c2ccccc12)N1CCN(S(=O)(=O)c2ccc3ccccc3c2)CC1	-3	84	78	-4	-5.2	-15	7	20	4	5
53	Cn1c(Cc2ccccc2)nnc1SCc1ccc(C(=O)O)cc1	5	95	90	-6	0.7	-7	10	-5	0	10
54	CCOc1cccc(OCCOc2ccccc2[N+](=O)[O-])c1	-30	95	97	·	0.3	-50	24	-3	5	6
55	COc1ccc(/C=C/C(=O)OCc2cc(=O)n3c(n2)sc2ccccc23)cc1	3	100	102	-12	0.9	-24	15	-11	7	18
56	COc1ccc(CC(=O)c2ccc(OC)c(OC)c2)cc1	-7	96	102	-1	0.7	-18	36	-12	0	15
57	Cc1ccc(OCC(=O)c2cc(C)n(C3CC3)c2C)c([N+](=O)[O-])n1	-6	11	10	-10	-5.2	-16	7	-6	6	·
58	COc1ccc(C)cc1NC(=O)CSc1nc(SC)ns1	-13	106	100	-3	-3.5	-30	5	-3	0	-31
59	COCc1cc(=O)[nH]c(SCC(=O)Nc2ccccc2)n1	-7	97	97	-2	1.2	10	32	5	1	0
60	Cc1nc(Nc2ccncc2)c2oc3ccccc3c2n1	-6	15	14	-1	-1.8	16	7	-7	1	7
61	N#Cc1c(-c2cccs2)cc(C2CC2)nc1SCC(N)=O	-5	97	92	0	-0.7	-18	7	5	-1	6
62	COc1ccc(/C=N/N2CCN(c3ccncc3S(=O)(=O)N3CCCCC3)CC2)cc1	-9	101	105	0	-0.7	-22	22	5	4	-3
63	CC1CCCCN1c1ncnc2ccccc12 (configuration not stated)	-7	20	37	-1	-3.4	5	3	18	6	14
64	Nc1nnc(CCN2C(=O)CSC2=O)s1	-21	100	97	-1	0.3	1	9	-1	5	-2
